TLR9-MyD88 block – inhibitors of human TLR9-MyD88 binding; AID 504734; actives 0.21% (n = 340,000); inhibition, % at 4.98 µM; CHO BLA complementation TLR9-MyD88, CCF4 FRET ratio; Q9NR96+Q99836;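 active = inhibition above the mean over all tested compounds plus 3 SD, cut at about 21% in these data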;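 also: 0% = DMSO only wells and 100% = clavulanate BLA inhibitor control wells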
Target sequence (Q99836 whole entry, looked up): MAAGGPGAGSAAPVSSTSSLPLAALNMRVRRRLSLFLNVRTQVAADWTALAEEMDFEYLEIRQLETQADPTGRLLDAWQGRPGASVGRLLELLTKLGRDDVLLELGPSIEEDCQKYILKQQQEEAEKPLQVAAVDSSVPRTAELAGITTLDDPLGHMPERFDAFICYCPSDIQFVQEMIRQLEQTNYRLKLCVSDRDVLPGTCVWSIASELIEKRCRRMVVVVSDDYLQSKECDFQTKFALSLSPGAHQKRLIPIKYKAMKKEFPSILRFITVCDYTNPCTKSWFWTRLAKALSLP
Target sequence (Q9NR96 whole entry, looked up): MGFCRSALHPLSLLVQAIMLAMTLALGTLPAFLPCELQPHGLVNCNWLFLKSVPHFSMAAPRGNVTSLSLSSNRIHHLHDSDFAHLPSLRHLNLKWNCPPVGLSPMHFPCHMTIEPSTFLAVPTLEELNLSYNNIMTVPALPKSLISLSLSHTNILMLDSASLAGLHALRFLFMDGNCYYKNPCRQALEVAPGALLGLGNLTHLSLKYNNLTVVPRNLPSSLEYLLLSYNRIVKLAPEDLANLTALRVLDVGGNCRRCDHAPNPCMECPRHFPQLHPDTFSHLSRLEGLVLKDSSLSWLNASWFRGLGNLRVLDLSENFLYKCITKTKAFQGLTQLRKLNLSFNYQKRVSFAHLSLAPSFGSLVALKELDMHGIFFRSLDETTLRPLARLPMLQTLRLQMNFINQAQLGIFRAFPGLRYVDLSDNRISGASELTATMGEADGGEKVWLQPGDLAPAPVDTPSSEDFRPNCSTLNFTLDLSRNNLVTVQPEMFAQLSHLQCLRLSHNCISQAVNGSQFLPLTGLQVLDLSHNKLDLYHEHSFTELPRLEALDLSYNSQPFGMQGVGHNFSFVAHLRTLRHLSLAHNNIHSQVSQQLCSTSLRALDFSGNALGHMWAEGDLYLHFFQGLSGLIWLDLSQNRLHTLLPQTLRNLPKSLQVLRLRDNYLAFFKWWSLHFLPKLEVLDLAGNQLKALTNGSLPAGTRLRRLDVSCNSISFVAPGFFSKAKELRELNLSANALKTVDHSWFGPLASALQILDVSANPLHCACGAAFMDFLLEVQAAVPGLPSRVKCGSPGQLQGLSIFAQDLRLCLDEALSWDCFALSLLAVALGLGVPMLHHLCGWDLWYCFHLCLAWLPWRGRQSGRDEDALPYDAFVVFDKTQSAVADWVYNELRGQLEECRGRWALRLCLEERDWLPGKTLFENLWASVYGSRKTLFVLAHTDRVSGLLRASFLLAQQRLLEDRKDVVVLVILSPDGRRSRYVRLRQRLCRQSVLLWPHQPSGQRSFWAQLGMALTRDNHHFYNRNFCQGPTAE
NCOA1 inh – inhibitors of human steroid receptor coactivator 1 (SRC1); Q15788; actives 0.12% (n = 360,000); HEK293 GAL4-SRC1 luciferase reporter, luminescence; inhibition, % at 3.6 µM;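 active = inhibition above the campaign mean plus 3 SD, with each screening campaign given its own cutoff, cut at about 60% in these data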;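 also: 0% = DMSO treated cells and 100% = gossypol at 36 µM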
EBV LMP1 NFkB – inhibitors of Epstein-Barr LMP1-induced NF-kappaB reporter; actives 0.69% (n = 350,000); AID 504558; LMP1-induced NF-kappaB luciferase reporter cells, luminescence; inhibition, % at 12.5 µM; in the data active = inhibition above about 41%; inconclusive = no clear call, values can overlap the other calls;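 also: 0% = neutral control wells and 100% = reference inhibitor control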
TRAIL sens C8 – caspase-8 TRAIL sensitization. NB7+C8 cells + TRAIL, ATPlite viability luminescence. inhibition (viability loss, TRAIL sensitization), % at 10 µM. actives 1% (n = 360,000);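 active = compounds causing at least 50% loss of cell viability in the single-dose screen, relative to plate controls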
NR5A2 inv ag – inverse agonists of human LRH-1 (NR5A2); O00482; HEK293T StAR-luciferase reporter, LRH-1 transfected, 24 h; inhibition, % at 3.6 µM; actives 0.13% (n = 360,000); AID 602396;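 active = inhibition above the mean inhibition of all tested compounds plus 3 SD, cut at about 73% in these data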;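 also: 0% = DMSO wells and 100% = reporter-only cells lacking LRH-1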
Vif imaging – HIV Vif inhibition. HEK293T cells, Vif self-association by quenched fluorescence, imaging, 24 h. inhibition, % at 7.49 µM. actives 0.35% (n = 340,000); in the data active = inhibition above about 50%, passing the limit was not always enough; inconclusive = no clear call, values can overlap the other calls; inactive = below about 31%; also: some results filed as inactive read as strong as hits
NOD2-RIPK2 inh – NOD2-RIPK2 protein interaction inhibition; inhibition, % at 4.98 µM; CHO BLA complementation NOD2-RIPK2, CCF4 ratio; actives 0.38% (n = 360,000); in the data active = inhibition above about 21%;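 also: 0% = vehicle only and 100% = reference blocker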
COUP-TFII inh – NR2F2 (human) inhibition, primary screen | P24468 | actives 0.7% (n = 370,000) | AID 686940 | inhibition, % at 8.6 µM | HEK293T NGFI-A luciferase reporter, luminescence;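 active = inhibition above a per-plate cutoff, mean inhibition of test wells between control levels plus 3 SD, cut at about 38% in these data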;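 also: cells cotransfected with COUP-TFII expression vector driving the NGFI-A reporter; 0% = median of COUP-TF2 test wells and 100% = reporter-only cells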
NCOA2 inhibitor – inhibits human steroid receptor coactivator 2; AID 651957; inhibition, % at 9 µM; HEK293 GAL4-SRC2 luciferase reporter, luminescence; actives 0.17% (n = 370,000); Q15596;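 active = inhibition above the mean inhibition of all tested compounds plus 3 SD, set per campaign, cut at about 52% in these data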;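 also: 0% = DMSO treated cells and 100% = cells given Gossypol at 36 µM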
NCOA3 inh – inhibits human SRC3 coactivator. Q9Y6Q9. HEK293 GAL4-SRC3 luciferase reporter, luminescence. inhibition, % at 3.6 µM. actives 0.17% (n = 360,000);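 active = inhibition above a per-campaign cutoff, the mean of all compounds plus 3 SD, cut at about 60% in these data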;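 also: 0% = DMSO-treated cells and 100% = gossypol-treated cells at 36 µM; higher means less SRC3-driven luciferase light from the GAL4 reporter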
TROY signal inh – inhibitors of TROY-dependent NF-kB signaling; actives 0.98% (n = 360,000); Q293 LMP1-TROYcd NF-kB luciferase reporter, 4 h; inhibition, % at 10 µM;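 active = compounds whose plate-normalised and pattern-corrected inhibition of the luciferase reporter signal at the single screening dose is 50% or more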
* = called active by the depositor; ? = inconclusive; · = no result given.

Values run as follows: TLR9-MyD88 block	NCOA1 inh	EBV LMP1 NFkB	TRAIL sens C8	NR5A2 inv ag	Vif imaging	NOD2-RIPK2 inh	COUP-TFII inh	NCOA2 inhibitor	NCOA3 inh	TROY signal inh
- CCN(CC)S(=O)(=O)c1cccc(-c2nnc(SCc3nnc(-c4cccs4)o3)n2N)c1
  -18	-2	5	12	-6	-2	-6	-3	-2	0	0
- C/C(=C/C(=O)N1CCc2ccccc21)C(=O)O
  -9	-18	3	-5	2	-7	-13	-2	10	-3	-12
- O=C(CCc1ccccc1)Nc1ccncc1
  -2	0	7	-15	-11	-2	-5	7	-13	-14	-6
- CC(=O)Nc1ccc(NC(=S)Nc2ccc(F)cc2)cc1
  -1	-15	2	-4	4	-3	1	15	-1	3	5
- Cc1ccc(S(=O)(=O)CC(=O)c2ccc([N+](=O)[O-])cc2)cc1
  6	1	4	-33	-1	-2	-7	1	2	12	2
- Cc1ccc(NC(=O)Cc2c[nH]c3ccccc23)cc1S(=O)(=O)N1CCCCCC1
  13	1	-4	4	16	·	9	6	-11	-6	16
- Cc1c(CNCCc2ccc(Cl)cc2)c(C(=O)O)c(C)n1Cc1ccccc1
  0	-37	-2	-9	16	3	0	-1	-13	10	-2
- CCn1c(=O)c(C(=O)CN(C)Cc2cccc(OC)c2OC)c(N)n(Cc2ccccc2)c1=O
  -11	-7	1	7	6	-8	-9	3	-4	16	-12
- C=CCOC(=O)C1=C(C)NC(=O)NC1c1cc2c(cc1Br)OCO2 (centres undefined)
  2	-8	0	5	-12	2	1	18	-17	5	14
- C[C@]12C[C@H](O)[C@@H]3c4ccc(O)cc4CCC3[C@@H]1CCC2=O (some centres undefined)
  -9	-3	-3	-2	3	17	-9	-28	-25	-10	6
- COc1ccc(-n2c(C)c3c(C)nnc(C)c3c2C)cc1OC
  -9	13	-2	7	8	-5	-8	13	-24	-2	-11
- O=C(O)C1Oc2ccccc2C1c1ccccc1 (centres undefined)
  -9	-16	-2	4	10	29	2	-18	-9	1	5
- CCOC(=O)c1cn2nc(-c3ccc(OCC)cc3)cc2nc1C1CCN(C(=O)OC(C)(C)C)CC1
  3	-15	-3	-2	4	17	-5	4	-15	9	-7
- CC12COC3(C(=O)N4CCN(c5ccccn5)CC4)CC1CCC32C (centres undefined)
  3	0	-3	-4	4	0	5	-14	-4	-20	5
- COc1ccc(/C(C)=N/NC(=O)CNC(=O)/C=C\c2ccco2)cc1
  -3	1	-1	-10	7	-15	1	30	-24	7	8
- O=C(Nc1ccc(F)cc1)Nc1ccccc1F
  -9	-95	-22	26	-95	-1	-12	-7	-17	-65	-87
- CC(=O)c1ccc(NC(=O)CSc2ccc(-c3ccc4c(c3)OCO4)nn2)cc1
  -12	-9	-11	43	-6	15	-3	-27	-7	-19	-53
- CN(C)c1oc(-c2ccco2)nc1C#N
  -11	-1	-2	-15	-4	12	1	3	-10	5	·
- CC1(Cc2ccccc2Cl)C(=O)Nc2c(Cl)ccc(Cl)c21 (centres undefined)
  ·	10	·	3	-9	-16	1	-4	10	-14	14
- COC(=O)Cc1ccc(NC(=S)N2CCN(c3ccc(OC)cc3)CC2)cc1
  -4	5	5	-7	9	-1	0	5	2	-13	0
- O=C(Nc1ccccc1C(=O)N1CCCCCC1)c1ccccc1Cl
  4	-20	5	-6	10	3	-12	-3	-11	12	6
- C=CCn1c(SCC(=O)NCc2ccc3c(c2)OCO3)nnc1C1CCCCC1
  -3	0	-10	11	13	-2	4	16	-16	-1	2
- Cc1cc(C)c(NC(=O)c2cn3c4c(c(N5CCN(C)CC5)c(F)cc4c2=O)OCC3C)c(C)c1 (centres undefined)
  -5	-5	-7	-14	2	-2	-3	11	5	3	11
- COc1ccc(C(C(=O)NC2CCCCC2)n2c(=O)c(-c3ccco3)nc3ccccc32)cc1 (centres undefined)
  ·	·	·	2	7	·	-12	-16	-8	·	·
- COc1ccc(C(=S)Nc2ccc(N(C)C)cc2)cc1
  1	-126	-38	24	-143	20	-14	-35	-60	-145	-33
- CCOc1cc(/C=N/O)ccc1OCc1ccc(C)cc1
  -3	-43	-20	-2	-28	4	-11	-11	-5	-29	-60
- CN1CCN(c2cc3c(cc2F)c(=O)c(C(=O)O)cn3CCF)CC1
  -14	-19	-9	-2	10	-1	-12	10	2	22	10
- CCc1cccc(N(C(=O)c2csnn2)C(C(=O)NC(C)(C)C)c2ccncc2)c1 (centres undefined)
  5	-17	-1	-6	-21	?	1	-7	-32	0	-9
- CCOc1ccc(OCCSc2nc3ccccc3c(=O)[nH]2)cc1
  -2	-6	10	12	-5	-1	0	-1	-11	6	-13
- CCCSC(=S)NC1CCS(=O)(=O)C1 (centres undefined)
  -10	26	17	8	24	7	-1	11	7	42	28
- Cc1ccc(Cl)c(OCC(=O)Nc2ccccc2C(=O)NC2CC2)c1
  1	2	0	8	-13	1	-17	-5	-6	10	-24
- OCCN(CCO)c1ncnc2c1sc1nc(N3CCOCC3)c3c(c12)CCCC3
  9	6	5	4	33	9	-10	-10	-24	-6	4
- O=[N+]([O-])c1cc(S(=O)(=O)C(F)(F)F)ccc1Sc1nc2ccccc2[nH]1
  4	1	2	86*	-15	11	19	-36	20	-4	24
- COCCNC(=O)Cn1ccc2cc(S(=O)(=O)N3CCCCC3)ccc21
  7	-17	-4	12	-5	1	-4	15	20	10	2
- O=C(COC(=O)Cc1ccc(Cl)cc1)NCc1ccc(F)cc1
  -1	11	3	2	3	-8	1	4	16	-6	14
- CN1CCNC(=O)C1CC(=O)NCCc1ccccc1F (centres undefined)
  0	-6	19	-4	5	5	-15	3	-21	-12	-3
- COc1ccc(-c2coc3cc(O)cc(O)c3c2=O)cc1
  -1	-194	-40	13	-94	2	-20	-57	-60	-92	-23
- CCCn1c(NCc2ccc(C)o2)nc2ccccc21
  10	0	5	5	9	-3	0	-11	-5	4	-20
- COc1cc(NC(=O)COC(=O)C2CC(O)CN2S(=O)(=O)c2ccc(Cl)cc2)c(C)cc1[N+](=O)[O-] (centres undefined)
  8	0	-2	-17	-13	40	7	-24	-5	-17	14
- O=C(OC1CC2CC1[C@H]1CCCCN1C2=O)N1CCN(S(=O)(=O)c2ccccc2)CC1 (some centres undefined)
  ·	·	·	-17	2	·	-10	2	-13	·	-11
- CCOc1nc(N2CCCCC2)nc(-n2cc(-c3ccccc3)nn2)n1
  -9	2	17	-3	-10	55*	-9	-3	9	-2	·
- COc1c(F)c(F)c(-c2csc(N)n2)c(F)c1F
  9	-17	-7	17	-6	17	-2	-10	9	-14	-25
- O=C(NCCc1ccccn1)c1cccnc1Oc1ccc(Cl)cc1
  1	-19	3	-8	-6	-5	5	-1	8	-1	-3
- Cc1ccc(-c2nc(CS(=O)CC(=O)NCCCN3CC(C)CC(C)C3)c(C)o2)cc1 (centres undefined)
  5	3	-3	1	5	-7	-12	-8	-8	-23	-7
- O=C(NCCCN1CCN(c2ccccc2)CC1)Nc1ccccc1C(F)(F)F
  3	-11	6	-1	3	-8	2	3	-4	9	2
- CCc1cccc(C)c1NC(=O)CNCc1ccccc1
  -5	-5	5	-2	0	2	-4	15	11	18	3
- CCC(C(=O)NC(CC(=O)O)c1ccc(Cl)cc1)c1ccccc1 (centres undefined)
  7	-29	0	-3	-2	-8	-4	1	19	20	17
- CCCc1ccc(S(=O)(=O)N2CCN(C(=O)c3cc(C)on3)CC2)cc1
  -4	5	-5	6	30	-14	4	13	-3	-8	0
- CC(C)CC(=O)OCC(=O)Nc1ccccc1Sc1ccccc1
  4	-14	-7	0	-3	1	-7	8	20	-16	14
- Cc1cccc(C(=O)Nc2cccc(-c3ccc4nncn4n3)c2)c1
  3	-1	21	-5	4	-5	-14	-6	9	8	-2
- COc1cccc(-c2nc(N3CCC(C)CC3)c3ccccc3n2)c1O
  2	-2	5	-6	4	-11	-4	-2	6	32	-6
- CCn1c(-c2cc(Br)cc(OC)c2O)nc2cc(S(=O)(=O)N(C)C)ccc21
  5	4	6	-8	-6	-3	6	3	-16	-3	-16
- Cn1c(=N)n(CC(=O)c2ccc(F)cc2)c2ccccc21
  0	-26	15	80*	-87	1	-4	5	33	-74	49
- Cc1[nH]n(-c2ccccc2)c(=O)c1N=Nc1c(Cl)cccc1Cl
  -9	-12	2	-7	-31	4	-3	·	·	6	0
- CCc1nnc(NC(=O)CCC(=O)O)s1
  0	-18	3	1	-6	·	7	4	-7	-5	-17
- O=C(NCc1cccc2[nH]ccc12)C1CCC(=O)N(CCc2ccccc2)C1 (centres undefined)
  0	6	-4	-6	-13	-8	-5	-13	14	-2	-6
- COc1ccc(-c2noc(CN(C(=O)c3ccc4c(c3)OCO4)C(C)C)n2)cc1OC
  10	-1	7	-1	-10	-11	3	2	6	7	7
- CN(C)S(=O)(=O)c1ccc(-c2cn3ccccc3n2)cc1
  -1	-70	-6	60*	-68	2	10	-19	-38	-49	-44
- COC(=O)CN1C(=O)C(O)(CC(=O)c2ccc(Br)cc2)c2ccccc21 (centres undefined)
  -6	5	-12	-14	-8	1	3	-3	2	1	-5
- CC(C)(CC(=O)OCC(=O)Nc1ccccc1F)CC1=NS(=O)(=O)c2ccccc2N1
  0	16	6	-4	21	-2	-6	7	-7	0	16

Arranged by formula weight (rising): some entries from above
Values run as follows: TLR9-MyD88 block	NCOA1 inh	EBV LMP1 NFkB	TRAIL sens C8	NR5A2 inv ag	Vif imaging	NOD2-RIPK2 inh	COUP-TFII inh	NCOA2 inhibitor	NCOA3 inh	TROY signal inh
- O=C(COC(=O)Cc1ccc(Cl)cc1)NCc1ccc(F)cc1
  -1	11	3	2	3	-8	1	4	16	-6	14
- COc1ccc(/C(C)=N/NC(=O)CNC(=O)/C=C\c2ccco2)cc1
  -3	1	-1	-10	7	-15	1	30	-24	7	8
- CCOC(=O)c1cn2nc(-c3ccc(OCC)cc3)cc2nc1C1CCN(C(=O)OC(C)(C)C)CC1
  3	-15	-3	-2	4	17	-5	4	-15	9	-7

More records follow.
Values run as follows: TLR9-MyD88 block	NCOA1 inh	EBV LMP1 NFkB	TRAIL sens C8	NR5A2 inv ag	Vif imaging	NOD2-RIPK2 inh	COUP-TFII inh	NCOA2 inhibitor	NCOA3 inh	TROY signal inh
- COc1ccc(C(=O)NCCn2cc(SCC(=O)N3CCOCC3)c3ccccc32)cc1
  -4	-1	-8	12	1	-2	-6	-12	-3	14	67*
- CC(=O)N(C)c1ccc(NC(=O)c2ccco2)cc1
  -11	-63	-4	18	-61	·	-9	-16	-78	-60	-17
- CC(C)n1c(=O)[nH][nH]c1=S
  ·	-18	·	-11	-1	4	2	13	-2	8	-12
- O=C(Oc1cc(=O)oc2ccccc12)c1cccnc1Cl
  -3	-30	-17	3	-3	-16	-13	16	13	-4	-1
- O=C(c1ccc(N2CCN(CCO)CC2)nc1)N1CCOCC1
  -1	-36	0	-6	10	4	-12	-12	7	7	3
- O=C(O)COc1ccc2c(-c3ccccc3)cc(=O)oc2c1
  -8	2	-3	0	-4	-1	-6	0	-1	3	-29
- O=[N+]([O-])c1cccc(-c2nnc3ccc4ccccc4n23)c1
  -12	14	-13	-13	8	-3	-8	5	-14	-3	-4
- O=C(Nc1cccnc1)c1ccc(COCC(F)(F)F)cc1
  -2	-12	0	0	-22	·	-11	-16	-11	3	-18
- CCN1Cc2c(/C=C/c3ccccc3)nc3ccc(OC)cc3c2N(c2cccc(Cl)c2)C1
  2	0	-87	42	5	6	-5	5	7	1	-9

Compound activity deposited in PubChem by several laboratories.

The list is partial; rates above refer to the full screens.
